# Screens deposited in PubChem BioAssay by Broad Institute.
# ERAP1 inh: ERAP1 (human) enzyme inhibition; AID 652197; recombinant ERAP1, Leu-AMC fluorescence, 60 min; 340,000 tested, 0.15% active; Q9NZ08; inhibition, % at 10.7 µM;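 active = mean replicate inhibition of at least 30%, or all replicates individually reaching that 30% level; inactive = mean below 30% and not every replicate reaching it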;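 also: 0% = neutral control wells and 100% = L-leucinethiol positive control wells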
# PGC1a acetyl inh: modulators of PGC1a acetylation. inhibition, % at 15.6 µM. U2OS PGC1a acetylation, AlphaScreen anti-acetyl-lysine; with virally co-expressed GCN5 acetyltransferase. AID 651687. 350,000 tested, 0.17% active;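 active = every replicate shows inhibition of at least 40%; inconclusive = mean inhibition at least 40% but some replicate below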;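 also: 0% = neutral control wells and 100% = positive control wells; some results beyond the cut were filed as inactive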
# Xi reactivation: X-chromosome reactivation activator; 360,000 tested, 0.055% active; AID 743238; activation, % at 7.58 µM; XiGFP mouse fibroblasts, % GFP-positive cells imaging, 3 d; cells co-treated with 5-aza-dC sensitizer; scaled so ellipticine positive control = 100%;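 active = mean normalized replicate activation at least 10% and every replicate at or above 10%; inconclusive = only one of the two criteria met; inactive = mean below 10% and not all replicates reach 10%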;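 also: 0% = median of on-plate neutral control wells and 100% = ellipticine 6 µM median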
#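 Assay system: SV40-immortalized XiGFP fibroblast cells, line 68-5-11; buffer or medium: DMEM plus 5-aza-dC sensitizer; compound: one concentration, pinned; timing: compounds 3 days, fix/stain 15 min at room temperature; benchmarks: positive control ellipticine, 6 µM final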
# C2C12 statin: suppressors of simvastatin-induced myotoxicity in C2C12 myotubes. ATP luminescence, 48 h; scaled: DMSO 0, geranylgeraniol control 100. rescue of ATP level, % at 7.49 µM. 330,000 tested, 0.78% active. AID 602340;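 active = mean ATP rescue above about 67%, or every replicate alone reaching that limit, limit read from the data, passing the limit was not always enough; inconclusive = no clear call, values can overlap the other calls; inactive = mean under the limit and some replicate under it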;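 also: myotubes were challenged with 10 µM simvastatin during compound exposure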
# SIRT5 block: sirtuin-5 (human) deacylase inhibition; 330,000 tested, 1.1% active; AID 652115; Purified SirT5, succinyl-peptide AMC, trypsin-coupled fluorescence; Q9NXA8; inhibition, % at 15 µM; in the data active = inhibition above about 15%; inconclusive = no clear call, values can overlap the other calls
# Target sequence (Q9NXA8 whole entry, looked up): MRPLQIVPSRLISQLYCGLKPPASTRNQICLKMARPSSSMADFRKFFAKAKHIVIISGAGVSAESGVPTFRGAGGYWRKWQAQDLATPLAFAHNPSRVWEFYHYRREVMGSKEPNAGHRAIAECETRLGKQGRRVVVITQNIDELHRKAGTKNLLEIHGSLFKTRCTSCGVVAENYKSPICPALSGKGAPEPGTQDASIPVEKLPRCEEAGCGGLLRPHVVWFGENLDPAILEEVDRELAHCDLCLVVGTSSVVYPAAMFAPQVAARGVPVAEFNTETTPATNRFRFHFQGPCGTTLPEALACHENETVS
# LGR2 antag: Drosophila LGR2 receptor signaling inhibition; 380,000 tested, 0.35% active; HEK293 LGR2, CRE-luciferase, bursicon-stimulated, 4 h; inhibition, % at 9.99 µM;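 active = drop in luminescence signal, shown as inhibition above about 50% in the replicate tests, limit read from the data, passing the limit was not always enough; inconclusive = probably only some replicates passing the limit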;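 also: agonist challenge used bursicon conditioned medium at about half maximal strength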
# S100A4 MyoIIA: S100A4-myosin IIA interaction inhibition | P26447 | S100A4/TAMRA-MyoIIA peptide fluorescence polarization | inhibition, % at 10.7 µM | 360,000 tested, 0.14% active | AID 652163;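 active = mean inhibition of at least 70% across replicates, with every replicate also reaching that level; inconclusive = mean inhibition reaches 70% but some replicates fall short; inactive = mean inhibition below 70%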
# Target sequence (P26447 whole entry, looked up): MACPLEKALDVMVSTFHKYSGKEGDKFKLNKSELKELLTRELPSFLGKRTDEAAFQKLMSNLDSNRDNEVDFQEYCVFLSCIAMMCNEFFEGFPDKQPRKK
#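 Material: human S100A4 monomer with TAMRA-labelled myosin IIA peptide; buffer or medium: HEPES pH 7.2 with CaCl2, KCl, NaCl, DTT, Triton; compound dosing: one concentration per compound; schedule: 5 min incubation before reading; benchmarks: neutral control DMSO, positive control TFP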
# Cneo AK release: Cryptococcus neoformans lysis via adenylate kinase release. 360,000 tested, 0.2% active. lysis activity, % at 15 µM. C. neoformans lysis, adenylate kinase release luminescence, 4 h; normalised: neutral wells 0, clomiphene wells 100;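 active = mean lysis activity across replicates of at least 80%, whatever share of replicates individually reach that level; inactive = mean lysis activity below 80%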
#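 Material: C. neoformans cells; Schedule: 4 h static compound exposure, 37 °C, read 1 h post-reagent; Measured by: adenylate kinase release luminescence; Read-out: signal increase indicating cell lysis; Controls: Clomiphene as positive lysis control.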
# * = called active by the depositor; ? = inconclusive; nt = no result given; & = joins results of further samples. Not all compounds are listed; rates above refer to the full screens.
no.	Molecule	ERAP1 inh	PGC1a acetyl inh	Xi reactivation	C2C12 statin	SIRT5 block	LGR2 antag	S100A4 MyoIIA	Cneo AK release
1	Cc1nc([N+](=O)[O-])cn1-c1nc2ccccn2c1[N+](=O)[O-]	1	nt	0.0	22	-2	-8	-3	0
2	COC(=O)c1nnn(-c2nonc2N)c1-c1cccs1	-6	4	nt	nt	-5	nt	3	-1
3	Cc1ccc(N(Cc2cc3cc(C)ccc3[nH]c2=O)C(=O)c2cccs2)cc1	0	nt	-0.1	nt	1	4	10	nt
4	CC(C)(C)NC(=O)C(c1ccc(F)cc1)N(Cc1cccs1)C(=O)c1ccc(CN2CCOCC2)o1 (configuration not stated)	0	nt	0.1	nt	-1	-6	-3	nt
5	C[C@H](CO)N1C[C@H](C)[C@@H](CN(C)C(=O)CCCN(C)C)OCCCC[C@H](C)Oc2ccc(NC(=O)Nc3ccccc3)cc2C1=O	1	3	0.2	nt	-3	9	-2	1
6	COC(=O)/C(=C(O)\C=C\c1ccccc1[N+](=O)[O-])c1nc2ccccc2[nH]1	-3	nt	0.0	-44	0	-12	0	-1
7	O=C(NC1CCC(O)CC1)c1cc(Cl)c2c(c1)OCCO2 (configuration not stated)	-1	14	0.0	0	-1	-29	0	0
8	CCc1c(C)nc2ncnn2c1N1CCC(C(=O)NCc2cccs2)CC1	1	nt	0.1	12	5	nt	1	1
9	Cc1nc(C(F)(F)F)ccc1C(=O)N1CCC1(C)C(=O)NS(=O)(=O)c1ccc(C(C)(C)C)cc1 (configuration not stated)	-1	-11	0.2	-6	nt	-2	8	-2
10	Cc1ccc(-c2nc(-c3nccc4ccccc34)oc2-c2ccccc2)cc1	2	nt	0.0	nt	-7	?	-1	nt
11	Brc1ccc(-c2csc(Nc3nc(-c4ccc(Br)cc4)cs3)n2)cc1	-1	nt	0.0	5	1	4	10	-1
12	CNC[C@@H]1Oc2ccc(NS(C)(=O)=O)cc2CC(=O)N([C@@H](C)CO)C[C@H]1C	-2	3	0.1	-8	-1	10	2	-1
13	O=C(NC1CCCC1)c1cc2nc(-c3ccco3)cc(C(F)(F)F)n2n1	6	nt	-0.1	-35	-2	-13	-7	1
14	Cc1nn(CCCC(=O)NCCc2ccccc2)c(C)c1[N+](=O)[O-]	nt	7	0.1	13	0	6	3	nt
15	CC(C)(C)NC(=O)c1cc(-c2ccccc2)n[nH]1	6	-3	0.0	-2	-3	-60	4	-2
16	Cc1cc(SCC(=O)N/N=C/c2cccnc2)nc2c(C)cccc12	-3	nt	0.3	nt	-2	5	5	nt
17	COCC#Cc1cnc2c(c1)C(=O)N([C@H](C)CO)C[C@@H](C)[C@H](CN(C)C(=O)NC1CCCC1)O2	0	2	1.0	8	1	4	9	1
18	CC(C#N)Sc1nc2ccccc2c(=O)n1-c1ccccc1 (configuration not stated)	-1	6	nt	3	-2	-34	-2	1
19	C[C@@H]1CN([C@H](C)CO)C(=O)c2cccc(NC(=O)Nc3ccc(F)cc3)c2O[C@H]1CN(C)Cc1ccc(-c2ccccc2)cc1	0	-8	-0.2	nt	-4	32	0	-1
20	COCCN(CC(=O)Nc1cccc(C)c1C)C(=O)C1(c2ccc(Cl)cc2)CCC1	1	-2	0.1	-20	-3	7	-1	3
21	CC1=C(C(=O)OC2CCCCCCC2)C(c2cccc(O)c2)NC(=O)N1 (configuration not stated)	3	nt	nt	nt	3	41	-3	nt
22	CO[C@H]1CN(C)C(=O)c2ccc(NS(=O)(=O)c3ccccc3F)cc2OC[C@H](C)NC[C@@H]1C	-5	2	0.0&-0.2&-0.2&0.0	nt	0&-6	7&-4	-5&-7	nt
23	O=C(C1CC(Cl)CN1S(=O)(=O)c1ccc(Cl)cc1)N1CCOCC1 (configuration not stated)	-3	12	0.0	-1	3	-10	6	nt
24	O=C(O)Cn1c(=O)c2c3c(sc2n(Cc2ccccc2F)c1=O)CCCC3	-1	-4	0.3	-4	1	41	-2	1
25	O=C(COC(=O)Cc1ccccc1F)NC(=O)NC1CCCC1	-4	8	0.0	-4	-2	-8	6	-1
26	CCc1ccc(NC(=O)NNC(=O)CCc2ccccc2)cc1	1	nt	-0.1	-14	-1	-13	-3	4
27	CCCCN(C)c1c(C)nc2ccc(C(=O)N(CC)CCN(C)C)cn12	-3	-1	0.3	-6	-3	-4	0	0
28	Cc1cc(C)n(C(C)Sc2ccccc2)n1 (configuration not stated)	4	nt	0.0	8	nt	-6	1	0
29	O=C(CNC(=O)C1CCCCC1)OC(C(=O)c1ccccc1)c1ccccc1 (configuration not stated)	-4	-4	0.0	-9	nt	-2	-7	-5
30	COC(=O)c1ccc(CSc2nnc(-c3c[nH]c4ccccc34)n2-c2ccccc2)cc1	0	nt	0.0	nt	-1	12	0	nt
31	Cc1ccc(S(=O)(=O)CC(=O)Nc2sc(C)c(C)c2C(N)=O)cc1	0	-5	0.0	9	-2	1	-3	5
32	CCS(=O)(=O)Nc1ccc2c(c1)C(=O)N(C)[C@@H]1CC[C@H](CC(=O)NC3CCCCC3)O[C@@H]1CO2	-3	-2	0.0	3	9	-21	7	8
33	C[C@H](CO)N1C[C@H](C)[C@H](CN(C)C(=O)Nc2cccc3ccccc23)Oc2ccc(NC(=O)c3ccncc3)cc2C1=O	nt	0	0.0	-21	nt	5	nt	nt
34	ONC(=Nc1ccccc1Cl)c1ccccc1Cl	-1	-9	0.0	nt	2	7	-7	5
35	COc1cc(OC)c2ccc(=O)oc2c1C(CCN1CCCC1)c1ccc2c(c1)OCO2 (configuration not stated)	0	-10	0.0	-2	10	0	-1	3
36	Cc1ccc(OCC(=O)NC2CCCC(C)C2C)c([N+](=O)[O-])n1 (configuration not stated)	-2	8	-0.1	-7	0	-26	-2	0
37	C[C@H]1CN([C@@H](C)CO)C(=O)c2cc(C#CC3CCCC3)cnc2O[C@@H]1CN(C)C(=O)c1ccncc1	nt	5	-0.5	27	nt	6	nt	nt
38	C[C@@H]1CN([C@H](C)CO)S(=O)(=O)c2ccc(-c3ccccc3)cc2O[C@@H]1CN(C)C(=O)C1CCC1	nt	-15	-1.0	11	nt	0	nt	nt
39	CCC(NC(=O)c1cc(COc2ccc(Cl)cc2OC)on1)c1ccncc1 (configuration not stated)	4	nt	0.1	9	-5	-39	-8	-5
40	Cc1ccc(CN2CCN(Cc3ccc4cc(F)ccc4n3)CC2CCO)o1 (configuration not stated)	0	-1	0.2	5	3	2	2	2
41	Nc1nonc1C(=O)N/N=C/c1cc2c(cc1Br)OCO2	0	nt	0.1	2	-2	10	-1	2
42	COc1cc(NC(=O)c2cccc3c2C(=O)N(C2CCCCC2)C3)cc(OC)c1OC	3	9	0.9	-103	2	11	-3	1
43	CO[C@H]1CN(C)C(=O)c2ccc(NS(=O)(=O)c3ccccc3)cc2OC[C@H](C)N(Cc2cccnc2)C[C@H]1C	1	14	0.0	0	-3	6	-33	-2
44	S=c1[nH]nc(-c2ccc(Br)o2)n1Cc1ccccc1	2	-4	nt	nt	-2	26	-4	nt
45	O=S1(=O)NC(c2ccccc2)CC(CC2CCCCC2)O1 (configuration not stated)	0	nt	-0.1	-7	nt	-10	3	4
46	CN(C)C(=O)C[C@H]1CC[C@H]2[C@@H](COc3ccc(NC(=O)C4CCCC4)cc3C(=O)N2C)O1	3	2	0.0	nt	2	9	-12	nt
47	CCCCCCN1C[C@@H](O)[C@H](n2cc(C3CC3)nn2)C[C@@H]1c1ccc(OC)cc1	-3	0	-0.1	4	2	-19	-14	1
48	COc1ccc(OC)c(Nc2nc(-c3cccs3)cs2)c1	nt	6	nt	-12	nt	-43	nt	-1
49	Cc1cccc(NC(=O)c2ccc(Cl)c(S(=O)(=O)N3CCCCCC3)c2)n1	-1	-10	0.1	7	0	4	3	-1
50	CC(OC(=O)CCC(=O)c1ccc(F)cc1)C(=O)NC1CCCCC1C (configuration not stated)	-3	nt	-0.1	-1	-1	1	-2	-1

# Remaining list, next part.
no.	Molecule	ERAP1 inh	PGC1a acetyl inh	Xi reactivation	C2C12 statin	SIRT5 block	LGR2 antag	S100A4 MyoIIA	Cneo AK release
51	CNC(=S)N1N=C(c2ccc(C)cc2)CC1c1cc(OC)ccc1OC (configuration not stated)	1	nt	0.1	nt	-3	23	-5	nt
52	CCOC(=O)C1CC(=O)c2cc(OC)c(OC)cc2C1 (configuration not stated)	-3	3	0.0	5	-8	-13	-1	-4
53	Cc1ccccc1CSc1nn2c(=O)c(C)nnc2s1	-2	4	-0.1	nt	-3	7	-8	nt
54	O=C(C[C@@H]1CC[C@@H]2[C@H](COC[C@H](O)CN2C(=O)Nc2ccc(C(F)(F)F)cc2)O1)NCC1CC1	1	4	0.1	-47	-1	-20	15	44
55	C[C@@H]1CCCCO[C@@H](CN(C)Cc2ccncc2)[C@H](C)CN([C@@H](C)CO)C(=O)c2cc(NC(=O)Nc3ccc(F)cc3)ccc2O1	nt	8	0.0	9	nt	5	nt	60
56	C[C@@H]1CCCCO[C@@H](CN(C)C(=O)C2CCCCC2)[C@@H](C)CN([C@@H](C)CO)C(=O)c2cc(NS(=O)(=O)c3ccccc3)ccc2O1	-1	-8	0.0	13	3	11	1	50
57	Cc1ccccc1OCC(=O)Nc1ccncc1	-1	nt	0.0	-10	1	13	0	0
58	C[C@@H]1CN([C@H](C)CO)S(=O)(=O)c2ccc(C#CC3CCCCC3)cc2O[C@H]1CN(C)C	-4	-16	-0.1	-11	1	15	-1	64
59	C[C@H](CO)N1C[C@H](C)[C@@H](CN(C)Cc2ccc(Oc3ccccc3)cc2)Oc2ccc(NC(=O)Nc3ccc(F)cc3)cc2C1=O	0	-9	0.0	nt	-2	9	1	0
60	CC(=NNC1=NCCN1)c1cn(C2=NCCN2)nc1C	-1	-4	0.0	-7	nt	-11	6	2
61	COc1cc(CNCc2ccccn2)ccc1OCc1ccc(Cl)cc1	-7	-13	0.2	nt	0	-5	-3	8
62	O=C(Cc1ccccn1)N1CC(=O)N2[C@H](C1)[C@H](c1ccc(-c3ccc(F)cc3)cc1)[C@@H]2CO	1	-3	-0.1	nt	6	4	-1	nt
63	COc1cc2c(cc1OC)CN(S(=O)(=O)c1cccc(F)c1)CC2	-5	8	0.1	-6	-1	0	1	-9
64	CCOC(=O)c1c(C)[nH]c(C)c1C(=O)CSc1ncccn1	3	-6	nt	-7	-2	-7	5	4
65	C=CCOc1ccccc1CN1CCCN(C)CC1	-3	nt	0.1	15	-3	12	-8	1
66	O=C(c1ccccc1)N(Cc1cccc(Br)c1)C1CCS(=O)(=O)C1 (configuration not stated)	0	nt	0.0	0	-1	1	-1	0
67	O=C(NCc1nnc(SCC(=O)N2CCCCC2)o1)c1ccc(F)cc1	0	-2	0.1	nt	1	5	3	-1
68	NC(=O)c1c(NC(=O)C(=O)N2CCOCC2)sc2c1CCC2	3	9	0.1	-3	2	10	3	-3
69	O=C(CCCCCNC(=O)c1ccccc1)N/N=C/c1ccc(O)cc1O	nt	-3	nt	-4	nt	11	nt	-2
70	COc1ccc(Cl)cc1NC(=O)c1noc2c1CCCC2	-4	-12	-0.1	1	1	-9	4	-2
